Source: PubChem BioAssay (several laboratories)
Platelet DG rel: modulates dense granule release in human platelets | human platelet-rich plasma, SFLLRN dense granule ATP release, luminescence | inhibition, %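 (compounds screened at 7.5 µM in platelet-rich plasma)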 | 0.22% of 300,000 active;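 active = mean replicate score, as percent of positive control, at or above 50; inconclusive = mean below 50 but at least one replicate at or above 50; inactive = mean and every replicate below 50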
KLF5 inh: inhibitors of KLF5 expression; DLD-1 KLF5 promoter-luciferase reporter, luminescence; inhibition, % at 5 µM; 0.23% of 290,000 active;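 active = inhibition above a per-plate limit of that plate's mean compound inhibition plus 3 SD, cut at about 60% in these data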;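 note: 0% = DMSO wells and 100% = LY294002 at 200 µM; higher means less KLF5 promoter-driven luciferase light; inactives centre near -14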
HSF-1 act: increases HSF-1 driven luciferase reporter signal | NIH3T3-HGL HSF-1 luciferase reporter, MG132, 8 h; 100% = twice DMSO control signal | activation, % at 9 µM | 1.7% of 300,000 active;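 active = mean replicate activation of at least 50% with a set share of replicates each reaching 50%; inconclusive = only one of those two conditions met; inactive = mean below 50% and too few replicates reaching it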;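 note: 0% = median of the neutral control wells and 100% = twice that signal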
aSyn UTR inh: MLPCN primary screen, SNCA 5' untranslated region. alpha-synuclein 5'UTR reporter, inhibitor activity. inhibition, % (tested at 7.5 µM). 0.82% of 300,000 active. AID 1813; in the data active = inhibition above about 60%; inconclusive = no clear call, values can overlap the other calls;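 note: H4 neuroglioblastoma cells stably carrying SNCA 5'UTR luciferase fusion; 0% = DMSO wells and 100% = positive control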
DYRK1A inh: inhibitors of rat Dyrk1A kinase; Q63470; ADP-Glo luminescence, NFATc1 peptide; inhibition, % at 12.5 µM; 0.43% of 310,000 active; AID 504441; in the data active = inhibition above about 50%;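 note: plate controls were vehicle with enzyme for no effect and no enzyme for full effect; many of its hits are not listed in these tables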
HSP90 inh: HSP90 refolding inhibition in rabbit reticulocyte lysate. 0.91% of 290,000 active. AID 1789. luciferase refolding luminescence, 3 h. inhibition, % at 5.6 µM;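 active = inhibition above the screen-wide mean plus 3 SD, computed separately per campaign, cut at about 16% in these data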;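 note: 0% = DMSO wells and 100% = 60 µM geldanamycin wells; inhibitors lower the luminescence because luciferase stays unfolded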
IEC-6 tox: kills IEC-6 intestinal cells in KLF5 counter-screen | IEC-6 cytotoxicity, luminescence viability | inhibition, % at 5 µM | AID 1825 | 0.78% of 290,000 active; in the data active = inhibition above about 22%;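 note: 0% = plate median of test compound wells and 100% = cytotoxic reference compound wells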
GSK3 alpha inh: blocks human GSK-3 alpha kinase. 0.1% of 320,000 active. ADP-Glo luminescence, 60 min. inhibition, % at 10 µM. AID 2650. P49840;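 in the data active = inhibition above about 50%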;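 note: GST-tagged GSK-3 alpha with peptide substrate and 25 µM ATP; 0% = DMSO neutral wells and 100% = GW8510 positive control wells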
Target sequence (P49840 whole entry, looked up): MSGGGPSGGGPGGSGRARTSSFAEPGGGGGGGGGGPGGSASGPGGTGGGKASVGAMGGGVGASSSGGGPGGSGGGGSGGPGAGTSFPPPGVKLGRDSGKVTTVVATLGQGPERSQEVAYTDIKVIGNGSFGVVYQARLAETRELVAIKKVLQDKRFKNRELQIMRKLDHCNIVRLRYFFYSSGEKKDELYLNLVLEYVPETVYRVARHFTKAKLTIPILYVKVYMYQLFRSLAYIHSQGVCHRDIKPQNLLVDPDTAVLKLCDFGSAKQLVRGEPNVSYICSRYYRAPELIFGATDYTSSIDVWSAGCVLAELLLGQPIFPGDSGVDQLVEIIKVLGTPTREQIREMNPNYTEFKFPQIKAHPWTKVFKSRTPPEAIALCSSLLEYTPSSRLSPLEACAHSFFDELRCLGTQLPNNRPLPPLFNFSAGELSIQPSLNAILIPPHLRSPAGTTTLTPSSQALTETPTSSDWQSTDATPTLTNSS
GSK3beta inhib: inhibitors of human GSK3beta kinase. P49841. GST-GSK3beta kinase, ADP-Glo luminescence, 60 min; active compounds read low. activity score (negative = inhibition), % at 10 µM. 0.038% of 300,000 active. AID 2097;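 active = more than half of replicate wells score below -50%, meaning over 50% inhibition versus plate controls; inconclusive = some replicates but at most half score below -50%; inactive = no replicate scores below -50%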;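 note: 0% = median DMSO wells and -100% = median GW8510 positive control wells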
Target sequence (P49841 whole entry, looked up): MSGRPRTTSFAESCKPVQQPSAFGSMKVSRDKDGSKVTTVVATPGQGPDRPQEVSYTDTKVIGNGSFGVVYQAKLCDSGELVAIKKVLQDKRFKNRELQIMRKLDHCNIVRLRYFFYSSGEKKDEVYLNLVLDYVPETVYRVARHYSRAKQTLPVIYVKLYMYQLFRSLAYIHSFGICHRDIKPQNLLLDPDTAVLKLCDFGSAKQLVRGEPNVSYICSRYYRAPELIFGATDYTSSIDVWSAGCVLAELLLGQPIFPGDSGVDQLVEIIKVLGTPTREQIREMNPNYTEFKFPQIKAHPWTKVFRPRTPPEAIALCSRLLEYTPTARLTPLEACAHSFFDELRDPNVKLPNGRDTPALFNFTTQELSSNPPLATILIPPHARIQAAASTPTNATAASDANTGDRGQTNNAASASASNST
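Assay system: GST-fused GSK3beta enzyme, cell-free / Medium: Tris pH 7.5 buffer with MgCl2, DTT, BSA, heparin / Also added: peptide substrate plus 25 µM ATP (final) / Compound: 10 µM single point / Timing: kinase reaction with compound 60 min at room temperature / Detection: ADP-Glo luminescence / Benchmarks: DMSO neutral wells and GW8510 at 20 µM as positive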
HSF1 inhib: HSF1 inhibition | 0.77% of 300,000 active | NIH3T3-HGL HSE-luciferase, MG132-induced, luminescence 8 h; active compounds read low | activity change, negative = inhibition, % at 7.5 µM (by protocol);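 active = more than half of replicate wells show activity change below -50%, luminescence cut by over half; inconclusive = some wells, but at most half, below -50%; inactive = no replicate well below -50%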;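 note: luciferase reports HSF-1 transcriptional activity via heat shock element; 0% = median of DMSO wells and -100% = zero luminescence signal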
* = called active by the depositor; ? = inconclusive; nt = not tested or not shown; & = joins results of further samples.

SMILES	Platelet DG rel	KLF5 inh	HSF-1 act	aSyn UTR inh	DYRK1A inh	HSP90 inh	IEC-6 tox	GSK3 alpha inh	GSK3beta inhib	HSF1 inhib
OCCC#Cc1ccc(CN2CCN(Cc3ccccc3)C(CCO)C2)cc1 (centres undefined)	-38	-14	-3	-3	nt	3	-1	6	-4	-9
CCOC(=O)c1nc(-c2ccc(OC)c(OC)c2)cnc1C#N	4	-22	-4	-10	-5	-7	-4	-4	0	-9
NS(=O)(=O)c1ccc(CCNS(=O)(=O)c2cccc(C(=O)O)c2)cc1	1	-6	-1	-1	2	3	-2	0	1	-3
CCCCCC(=O)Nc1cccc(C2=NOC3(C2)C[C@H](C(N)=O)N(C(=O)CCCCC)C3)c1 (some centres undefined)	-3	nt	1	4	0	nt	nt	0	3	6
CCOC(=O)C(NC(=O)NC1CCCCC1)(c1ccccc1)C(F)(F)F (centres undefined)	-12	-11	16	21	0	9	2	-1	0	3
CC1CCN(C(=O)c2cc(F)c(F)cc2Cl)CC1	-7	-26	6	0	-12	1	-2	-1	-4	6
CCC1CCCN1Cn1cnc2c([nH]c3ccc(Cl)cc32)c1=O (centres undefined)	?	-21	-15	-5	-2	-1	1	4	-1	4
CC1=CC(C)(C)Nc2ccc(OC(=O)CCN3C(=O)c4ccccc4C3=O)cc21	23	-25	-1	24	-3	1	-2	-3	4	-1
Cc1ccc2nc(C(F)OC(F)(F)F)[nH]c2c1 (centres undefined)	6	-21	10	-1	8	9	-10	1	-1	11
Cc1cccc(OCCn2c(NC(=O)c3ccco3)nc3ccccc32)c1	1	-10	15	38	7	1	0	-4	4	7
O=C(C1CC(c2ccccc2O)=NO1)N1CCCCC1 (centres undefined)	0	-116	12	-112	2	1	-4	-2	2	7
Cc1ccccc1NS(=O)(=O)c1ccc(C)c(C(N)=O)c1	2	4	8	1	0	1	-4	-3	5	0
Cc1ccc(N2NC(=O)/C(=C\c3cc4c(cc3[N+](=O)[O-])OCO4)C2=O)cc1C	20	0	3	-37	-1	-2	-6	-1	1	-12
COc1cc(C(=O)NCCC(=O)NCc2ccc3c(c2)OCO3)cc(OC)c1OC	-22	-31	22	18	3	-1	5	0	0	-2
Cn1c(=O)oc2cc(S(=O)(=O)NCc3ccncc3)ccc21	-2	5	0	-27	1	1	4	0	3	2
Cc1cc(Nc2cccc(F)c2)nc(N2CCOCC2)n1	-2	-16	-4	27	19	-2	2	2	-10	-8
COc1ccc(S(=O)(=O)c2cnc3ccc(OC)cc3c2N2CCC3(CC2)OCCO3)cc1	10	-7	28	21	20	5	-2	1	-2	-1
O=C1NCC(O)=C1C=NCCO	-4	8	10	10	-4	0	4	-4	-1	-1
CC1CCC(NC(=O)CN(C)S(=O)(=O)c2cnc[nH]2)CC1 (centres undefined)	-2	16	-6	0	-3	1	-1	-1	-11	-5
COc1ccc(CCNc2oc(-c3ccc(C)cc3)nc2C#N)cc1OC	-2	-8	-2	12	-1	-4	1	nt	1	2
O=C(NCc1ccccc1C(F)(F)F)C1CC(c2ccccc2[N+](=O)[O-])=NO1 (centres undefined)	-2	-9	-15	21	-6	-1	-4	-2	-5	-4
COC(=O)c1c(NC(=O)CC2SC(N)=NC2=O)sc2c1CCCC2 (centres undefined)	-1	-12	-24	3	2	-2	2	2	1	-2
COc1cc(/C=C2\C(=O)NN(c3ccccc3)C2=O)cc([N+](=O)[O-])c1O	1	-14	-2	10	-7	0	-6	1	-3	-2
CC(/C=N/NC(=O)c1cc(-c2ccc(C)s2)[nH]n1)=C\c1ccccc1	5	-28	35	-9	0	1	-2	-4	1	12
Cc1cccc2sc(NC(=O)c3ccc(NS(=O)(=O)c4cccs4)cc3)nc12	5	7	2	-1	-4	-8	-2	-4	-1	2

Carrying on.
SMILES	Platelet DG rel	KLF5 inh	HSF-1 act	aSyn UTR inh	DYRK1A inh	HSP90 inh	IEC-6 tox	GSK3 alpha inh	GSK3beta inhib	HSF1 inhib
CC(NC(=O)c1ccccc1)c1nnc(SCc2nc3ccccc3c(=O)[nH]2)n1C (centres undefined)	0	-23	16	22	5	2	1	-1	-3	5
CCS(=O)(=O)c1ccc(O)c(NC(=O)COc2ccc(Br)cc2)c1	-2	-12	4	10	1	0	-6	1	-3	3
COCCCNC(=S)N1CCCN(c2nc3cc(C)ccc3cc2C#N)CC1	5	-16	10	3	-4	0	4	10	-4	7
O=C(COC(=O)C12CC3CC(CC(O)(C3)C1)C2)N1CCN(S(=O)(=O)c2ccc(Cl)cc2)CC1	13	9	14	8	-4	1	0	1	1	0
CC1CC(C)CN(S(=O)(=O)c2ccc(NC(=O)C3COc4ccccc4O3)cc2)C1 (centres undefined)	-1	0	6	20	1	-3	-5	8	0	5
O=C(N/N=C/c1ccc2c(c1)OCO2)c1ccc(Br)o1	27	-99	38	-250	2	0	-4	0	2	21
CC1CCCN(CCCNC(=O)CN2C(=O)COc3ccccc32)C1 (centres undefined)	2	-17	12	-4	-5	-3	-2	-4	0	4
COc1ccc(OC)c(S(=O)(=O)N2CCC(C(=O)N(C)Cc3ccccc3)CC2)c1	1	-11	-1	-5	0	2	4	0	4	-4
N#Cc1ccsc1NC(=O)COC(=O)c1ccc2ccccc2c1	-3	-165	-4	-203	-3	2	2	-3	1	13
Cn1cc(CN2CCc3sccc3C2)c(-c2ccccc2F)n1	1	-28	-3	0	4	1	9	-1	1	2
CC(C)Cc1nc2oc3c(NCc4cccnc4)ncnc3c2c2c1CCC2	2	-4	-1	25	10	1	5	-1	1	-5
NC(=O)CSc1nnc(NC(=O)c2ccc3ccccc3c2)s1	-7	nt	31	-88	-7	nt	nt	1	0	22
CCCCc1nnc(NC(=O)C(C)Sc2nc(C)cc(=O)[nH]2)s1 (centres undefined)	-17	-10	64*	-11	-3	-3	2	nt	5	29
O=C(CNC(=O)c1ccc(F)cc1)NCc1ccc(Cl)cc1	nt	-24	39	14	3	7	5	-1	-2	5
O=C(c1ccccc1F)N1CCN(c2ncccn2)CC1	0	-14	-23	-2	-7	3	10	-3	nt	-2
O=c1[nH]cnc2c1nc(NCc1ccccc1)n2C1O[C@@H](CO)[C@H](O)[C@@H]1O (some centres undefined)	10	-31	0	-7	3	5	0	-1	2	2
CC(C)(C)NC[C@H](O)COc1nsnc1N1CCOCC1	4	-14	10	5	8&0&6	-1	-9	-5&-2	-7	-4
CC(C)CNS(=O)(=O)c1ccc(C(=O)Nc2ccc3c(c2)OCO3)cc1	2	-19	20	6	-6	-1	4	1	3	-2
Cc1cc(C)cc(NC(=O)c2ccc(NC(=O)c3ccco3)cc2)c1	2	-55	23	6	-1	-1	-1	0	-3	6
Cc1ccc([N+](=O)[O-])cc1-c1[nH]c(-c2ccc(O)c(O)c2)nc1-c1ccccc1	2	-30	10	8	2	-2	2	0	2	4
COc1ccc(NC(=O)CC2CC3CCC2C3)cn1 (centres undefined)	-2	-38	9	-68	-4	-2	-1	0	2	8
O=C(CN1CCOCC1)n1c2c(c3ccccc31)CCCC2	-7	-14	17	16	2	2	7	-1	0	3
COc1ccc(CN(Cc2ccccn2)S(=O)(=O)c2ccc(-n3cnnn3)cc2)cc1	-1	1	3	20	-1	1	3	0	1	-12
CC(C)NC(=O)CSc1nc(N)c(NC(=O)c2ccco2)c(=O)[nH]1	-4	4	3	-3	-1	-3	-5	-3	2	1
COc1ccccc1CNC(=O)CC(NS(=O)(=O)c1ccc(C)cc1)c1ccco1 (centres undefined)	-5	-19	-7	-8	-1	-3	-2	-4	-2	1

The list goes on:
SMILES	Platelet DG rel	KLF5 inh	HSF-1 act	aSyn UTR inh	DYRK1A inh	HSP90 inh	IEC-6 tox	GSK3 alpha inh	GSK3beta inhib	HSF1 inhib
Cc1ccc(NC(=S)Nc2cc(C(=O)O)ccc2N2CC3CC(C2)c2cccc(=O)n2C3)cc1C (centres undefined)	-9	14	-15	-61	5	1	-1	0	1	-18
CCN(C1CCCCC1)S(=O)(=O)c1cc(C)ccc1OC	6	-8	1	15	7	-2	3	-1	0	3
Cc1nc(NC(C)C)c2oc3ccccc3c2n1	6	-30	-23	28	4	0	4	0	-4	-8
Clc1nnc(Cl)c2c1ncn2Cc1ccccc1	3	-21	0	-22	5	2	0	-3	-1	6
COC(=O)NNC(=S)NCc1ccccc1	13	-23	-3	17	3	-2	-4	-2	2	-9
COc1ccc(CCC(=O)Nc2cnc3ccccc3c2)cc1	6	-77	27	-50	13	2	0	6	-1	6
CCN1C(=O)[C@@H]2[C@H](C1=O)[C@@H]1C(=O)Nc3ccccc3C(=O)N1[C@@H]2c1cccc(OC)c1	-5	nt	-9	-17	-4	nt	nt	-2	3	3
C/C(=N\NC(=O)c1cccnc1)c1ccccc1	5	-40	-5	-22	1	1	5	-2	-1	-4
COc1ccccc1CCNS(=O)(=O)c1c(C)n(C)c(=O)n(C)c1=O	-2	-35	-9	-8	6	0	-5	0	-3	-8
OCCN1CCN(c2ncnc3c2c(-c2ccccc2)cn3-c2ccc(Br)cc2)CC1	8	-3	-14	-4	9	3	4	0	1	-5
CCCNC(=O)NC(=O)CSc1nnc(-c2ccncc2)n1CC	2	-8	-4	32	29	3	2	-4	3	5
COc1ccccc1-c1noc(-c2ccccc2C(=O)Nc2cccnc2)n1	4	-40	6	-50	8	0	-2	-3	1	1
CCOC(=O)N1CCN(S(=O)(=O)N2CCCC(C(=O)NCCc3ccc(OCC)c(OCC)c3)C2)CC1 (centres undefined)	-4	-37	-5	14	nt	-1	-2	-2	2	4
CCC(=O)c1ccc(N2CCN(C(=O)c3ccccc3F)CC2)c(F)c1	1	4	5	1	-2	3	-5	2	-4	0
Cc1nn(Cc2ccc(Cl)cc2Cl)c(C)c1NC(=O)c1nc2n(n1)C(C(F)F)CC(C)N2 (centres undefined)	nt	5	nt	nt	4	-1	-4	nt	nt	nt
Cn1c(=O)c2c(nc(NCCCO)n2CCc2ccccc2)n(C)c1=O	7	-11	19	27	8	1	-2	0	-4	-3
O=C(CN1C(=O)C2(OCCO2)c2ccccc21)c1ccc(F)cc1	-1	-11	13	-9	16	3	3	-1	0	3
COCCn1c(SCC(=O)OCc2ccccc2)nc2c1c(=O)[nH]c(=O)n2C	-3	nt	-22	0	-3	nt	nt	-2	-1	2
CC(=O)Nc1cc(C)c(S(C)(=O)=O)c(C)c1	-5	0	2	4	5	3	2	3	1	-5
Cc1ccc(N(Cc2ccc(C(=O)NC3CCCCC3)cc2)S(C)(=O)=O)cc1C	0	-8	6	24	-2	3	-11	10	2	6
O=C(N/N=C/c1ccccn1)c1ccc(NC(=O)c2ccccc2Cl)cc1	8	-6	22	-19	16	0	8	2	-1	7
OCCN(CCO)c1ncnc2c1oc1ccc(Br)cc12	0	-21	1	2	nt	5	4	1	-1	-3
CCN(CC)CC(=O)Nc1cccc2c1C(=O)c1ccccc1C2=O	-1	-12	9	-4	7	2	8	13	-1	7

Not all compounds are listed (hit frequency here may not be typical).
